Assay outcomes from PubChem BioAssay.
TDP1 cell CPT – growth inhibition of DT40 Tdp1-/-;hTDP1 cells with camptothecin (screen for TDP1 inhibitors); chicken DT40 Tdp1-/-;hTDP1 cells + 20 nM CPT, ATP luminescence, 48 h; Potency, µM (series often up to 46.2 µM), for inactives: top-dose activity change, negative = growth inhibition, actives largely listed as inhibitors; actives 12% (n = 420,000); further: nearly all actives have a fitted effect of over 55% in size
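Chicken DT40 Tdp1-/- cells complemented with human TDP1, 400 cells/well, exposed to compounds plus 20 nM camptothecin for at least 48 h at 37 C; viability read as ATP content by CellTiter-Glo luminescence.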
TDP1 cell noCPT – qHTS for Inhibitors of human tyrosyl-DNA phosphodiesterase 1 (TDP1): qHTS in cells in absence of CPT; DT40 Tdp1-/- hTDP1 cells, no CPT, ATP luminescence, 48 h; Potency, µM (doses to about 46.2 µM), inactives show top-dose activity change, negative = growth inhibition, actives largely listed as inhibitors; actives 15% (n = 420,000); further: nearly all actives have a fitted effect of over 55% in size
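No-CPT arm: Tdp1-/-;hTDP1 DT40 cells (400/well) plus compounds, incubated ≥48 hr at 37 °C. Readout CellTiter-Glo luminescence.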
KAT2A inh – blocks human GCN5L2 histone acetyltransferase | actives 0.21% (n = 390,000) | Q92830 | Potency, µM (top dose mostly 58.9 µM), without a hit: at the top dose activity change, negative = inhibition, usual class: inhibitors | GCN5L2 HAT assay, ThioGlo1 CoA-SH fluorescence
Target sequence (Q92830 whole entry, looked up): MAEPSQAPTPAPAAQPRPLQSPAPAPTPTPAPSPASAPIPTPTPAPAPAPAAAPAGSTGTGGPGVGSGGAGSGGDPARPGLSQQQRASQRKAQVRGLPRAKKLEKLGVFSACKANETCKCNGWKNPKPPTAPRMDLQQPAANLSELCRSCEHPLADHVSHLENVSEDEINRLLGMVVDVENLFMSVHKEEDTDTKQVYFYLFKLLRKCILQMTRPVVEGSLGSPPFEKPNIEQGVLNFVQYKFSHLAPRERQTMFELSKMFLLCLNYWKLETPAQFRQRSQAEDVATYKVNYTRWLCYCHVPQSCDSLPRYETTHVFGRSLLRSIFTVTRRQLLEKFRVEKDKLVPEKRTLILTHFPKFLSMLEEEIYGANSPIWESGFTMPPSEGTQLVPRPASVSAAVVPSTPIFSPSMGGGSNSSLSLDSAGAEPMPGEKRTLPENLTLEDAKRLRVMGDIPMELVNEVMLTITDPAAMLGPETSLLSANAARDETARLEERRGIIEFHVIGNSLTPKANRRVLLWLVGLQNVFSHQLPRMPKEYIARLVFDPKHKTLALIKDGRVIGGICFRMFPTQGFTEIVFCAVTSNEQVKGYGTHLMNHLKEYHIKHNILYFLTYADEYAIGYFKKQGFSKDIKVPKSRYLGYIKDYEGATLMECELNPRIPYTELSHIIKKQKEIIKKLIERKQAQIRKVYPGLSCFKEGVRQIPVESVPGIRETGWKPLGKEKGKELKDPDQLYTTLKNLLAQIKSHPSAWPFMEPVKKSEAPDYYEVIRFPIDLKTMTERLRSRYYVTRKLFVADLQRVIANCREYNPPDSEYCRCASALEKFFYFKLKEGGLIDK
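Fluorescence readout, Ex340nm/Em540nm: ThioGlo1 (50uM final) reacts with free CoA thiol released as 20nM GCN5L2 acetylates H3(1-25) peptide (75uM) using acetyl-CoA (70uM). Compound and enzyme sat 15 min beforehand; 20 min room-temperature reaction.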
* hit, by the source's call; ? = inconclusive; nt = no result given; & = joins results of further samples; [ ] = remark or other dose. The call rests on the fitted dose curve; in most records, active means well fitted curve in the direction sought with a large enough effect; inconclusive means small, poorly fitted or top-dose-only effect, or another doubt; inactive means no such curve, though single readings can be large; an effect the other way counts as inactive or inconclusive. On the % scale 0 is the no-effect control and ±100 the full control effect; potency means the concentration at half of the fitted maximal effect. The list is partial; the hit share may differ from the screen's.

SMILES	TDP1 cell CPT	TDP1 cell noCPT	KAT2A inh
O=C(O)c1cc(S(=O)(=O)NCc2ccco2)c(Cl)cc1Cl	-18%	-12%	-1%
C(=N\Nc1nc2ccccc2[nH]1)/c1cccc2cccnc12	2.6µM*	2.9µM*	-4%
CCCOc1ccc(-c2c(C(=O)N/N=C/c3ccncc3)nnn2-c2nonc2N)cc1	2%	22%	-8%
O=S(=O)(c1cccc2nsnc12)N1CCN(C/C=C/c2ccccc2)CC1	-25%	?	-5%
Cc1noc(C)c1-c1ccc(C(=O)NC2CCCCC2)c2occc12	16µM*	15µM*	nt
COCC1CCCN(Cc2cn(Cc3ccccc3)nc2-c2cc3ccccc3o2)C1 (centres undefined)	26µM*	?	-5%
Cc1nn(CC(=O)Nc2ccc(OC(F)(F)F)cc2)c(=O)c2c(C)n(-c3ccc(Cl)cc3)nc12	?	?	-16%
Cc1ccc(C(=O)Nc2cccc3ccccc23)o1	?	?	nt
CC(C)(C)c1ccc(C(=O)NC(=S)N2CCCCCC2)cc1	18µM*	13µM*	2%
OCCN1CCN(CC#CCC(c2ccccc2)c2ccccc2)CC1	?	?	-4%
COc1ccccc1NC(=O)c1ccc(S(=O)(=O)N2CCOCC2)cc1	-5%	-16%	-2%
Cc1c(C(=O)OCC(=O)N2CC(=O)Nc3ccccc32)oc2ccccc12	-21%	-17%	-6%
CCn1c(COc2cc(C)ccc2C(C)C)nnc1SCC(=O)Nc1nccs1	-24%	-27%	0%
CCOc1ccc(NC(=O)CN(C)C(=O)CCCOc2ccc(Cl)c(C)c2)cc1OCC	15µM*	23µM*	-25%
COc1cc([N+](=O)[O-])cc(/C=N/NC(=O)CSc2ccccn2)c1O	?	?	-4%
O=S(=O)(c1ccccc1)N1CCN(C(=S)Nc2ccc(Br)cc2)CC1	?	-11%	-7%
CN(CC(=O)Nc1ccccc1N1CCCC1)S(=O)(=O)c1ccc(F)cc1	?	?	-5%
CN(C)c1ccc(/C=C2/SC(=O)N(CCN=C3NS(=O)(=O)c4ccccc43)C2=O)cc1	-8%	-7%	-19%
CCOc1ccc(S(=O)(=O)N2CCC(C(=O)NC3CC3)CC2)cc1C	-18%	-14%	3%
CC(C)C[C@@H](CNCC(=O)[C@H](Cc1ccccc1)NC(=O)c1[nH]cnc1C(=O)N[C@@H](C)CN)NC(=O)c1nc[nH]c1C(=O)N[C@@H](C)C(=O)O	2%	3%	nt
O=C(c1cccnc1NCc1ccc(F)cc1)N1CCOCC1	3%	7%	-15%
COc1ccc(-c2cc3c(=O)n(CC(=O)Nc4ccc(Br)c(C)c4)ccn3n2)cc1OC	-22%	-30%	22%
CCOc1ccccc1-c1cc(C(=O)N/N=C/c2ccc(O)c(OC)c2)c2ccccc2n1	1.5µM*	0.58µM*	-6%
C=CCN1C(=O)N(c2ccc(Cl)cc2)C(=O)C1CC(=O)Nc1ccc(F)cc1 (centres undefined)	?	?	-5%
COc1ccc(CCNC(=O)C(=O)NCC2CCCN2S(=O)(=O)c2ccccc2)cc1OC (centres undefined)	?	13µM*	0%
O=C(COC(=O)CCCCCN=C1NS(=O)(=O)c2ccccc21)Nc1ccc(Cl)c(Cl)c1	12%	-1%	-2%
CCOC(=O)Cc1ccc2sc(-c3ccccc3)nc2c1	0%	-30%	-5%
O=[N+]([O-])c1ccc(S(=O)(=O)N2CCN(c3ccc(N4CCOCC4)nn3)CC2)cc1	-8%	-22%	-2%
Cc1cccc(NC(=O)C2(C)CC3c4ccccc4C2c2ccccc23)c1 (centres undefined)	-1%	-4%	4%
Cc1ccc(S(=O)(=O)N2CCC(C(=O)Nc3nnc(C)s3)CC2)cc1	-18%	-7%	-2%
CCN(CC)S(=O)(=O)c1ccc(OC)c(NC(=O)c2cc([N+](=O)[O-])ccc2Cl)c1	?	-29%	0%
COc1ccc2oc(C(=O)NCc3ccco3)c(C)c2c1	-29%	21%	-20%
COc1ccc(NC(=O)CN(C)S(=O)(=O)c2cnc[nH]2)cc1Cl	11%&9%	36%&-4%[activator]	0%&-7%
O=C(CN1CCN(c2ccccc2F)CC1)Nc1nnc(C(F)(F)F)s1	-8%	?	1%
COc1ccc(NC(=O)CSc2nncc(=O)n2N)cc1OC	6%	1%	-3%
Cc1ccc(NC(=S)/N=C(\N)Nc2nc(C)c3ccccc3n2)cc1C	?	?	28%
CCOc1ccccc1C(=O)N1CCc2cc(OC)c(OC)cc2C1COc1ccc(OC)cc1 (centres undefined)	?	21µM*	-2%
Cc1cccc(NS(=O)(=O)c2ccc([N+](=O)[O-])cc2)n1	0%	-3%	-3%
CN1CCN(c2ccccc2NC(=O)c2ccc(OCc3ccccc3)cc2)CC1	16µM*	?	-23%
COc1ccc(N2CCN(C(=O)CCC(=O)N3Cc4ccccc4Oc4ncccc43)CC2)cc1	6%	?	1%
CCCCCCn1c(CNC(=O)c2ccccc2)nc2ccccc21	?	?	-2%
COc1ccc(C2NC(=O)NC(C)=C2C(=O)OC2CCC(C)CC2)cc1 (centres undefined)	?	18µM*	-2%
COc1ccc(C)cc1NC(=O)C(OC(=O)c1cnccn1)c1ccccc1 (centres undefined)	-2%	5%	0%
CCN1CCN(C(=O)NCc2ccccc2)CC1	-4%	-1%	0%
O=C1NC(=S)S/C1=C/c1ccc(Oc2cnccn2)cc1	-2%	-17%	-5%

Only TDP1 cell CPT, for some of the entries so far:
SMILES	TDP1 cell CPT
CC(C)C[C@@H](CNCC(=O)[C@H](Cc1ccccc1)NC(=O)c1[nH]cnc1C(=O)N[C@@H](C)CN)NC(=O)c1nc[nH]c1C(=O)N[C@@H](C)C(=O)O	2%
O=C(CN1CCN(c2ccccc2F)CC1)Nc1nnc(C(F)(F)F)s1	-8%

Carrying on.
SMILES	TDP1 cell CPT	TDP1 cell noCPT	KAT2A inh
Cc1csc(N(C)C(=O)CSc2nnc(COc3ccccc3C)o2)n1	?	-9%	-3%
Cc1ccc(C(=O)NN2C(=O)C3C(C2=O)C2C=CC3C23CC3)cc1 (centres undefined)	-8%	-6%	-9%
Cc1ccc2c(ccc[n+]2CC(=O)c2ccccc2)c1	?	-29%	-1%
CCCNc1nc(OC(C(F)(F)F)C(F)(F)F)nc(OC(C(F)(F)F)C(F)(F)F)n1	?	-24%	-8%
COc1cc(C(=O)Nc2nc(-c3ccc(C)cc3)cs2)ccc1OCC(=O)N1CCOCC1	23µM*	21µM*	-2%
O=C(NN=C1CCN(Cc2ccccc2)CC1)c1cc(Br)ccc1O	-17%	-16%	-4%
CC(C)[C@H](COC=O)NC(=O)[C@H]1O[C@@H](n2ccc(N)nc2=O)[C@H](O)[C@@H]1O	-1%	15%	nt
c1ccc2c(c1)OCC(c1nn3c(Cn4nnc5ccccc54)nnc3s1)O2 (centres undefined)	26µM*	?	?
O=C(C1CCCN(S(=O)(=O)c2ccccc2[N+](=O)[O-])C1)N1CCCC1 (centres undefined)	-17%	-5%	8%
NC(=O)C1CCN(C(=O)Cn2cccc2C(=O)c2ccccc2)CC1	-4%	2%	-17%
Cc1ccn2c(Nc3ccc4c(c3)OCCO4)c(-c3ccc(N(C)C)cc3)nc2c1	?	?	-7%
CCn1cnc2cc(NC(=O)COc3ccc(C)cc3)ccc21	?	?	nt
COC1CCN(C(=O)c2ccc3oc(C(C)C)nc3c2)CC1	12%	-1%	-6%
COc1cc(OC)c(OC)cc1/C=N/NC(=O)CC1C(=O)NN=C1C (centres undefined)	-23%	-9%	0%
COc1ccc(C(=O)COC(=O)CCc2ccccc2)cc1	-10%	20%	-3%

Pulled one by one from the list above, three records:
SMILES	TDP1 cell CPT	TDP1 cell noCPT	KAT2A inh
Cc1ccc(S(=O)(=O)N2CCC(C(=O)Nc3nnc(C)s3)CC2)cc1	-18%	-7%	-2%
O=[N+]([O-])c1ccc(S(=O)(=O)N2CCN(c3ccc(N4CCOCC4)nn3)CC2)cc1	-8%	-22%	-2%
CCn1c(COc2cc(C)ccc2C(C)C)nnc1SCC(=O)Nc1nccs1	-24%	-27%	0%

Continuation:
SMILES	TDP1 cell CPT	TDP1 cell noCPT	KAT2A inh
O=C(O)CC1S/C(=N/N=C/c2ccc(-c3ccc(Cl)cc3[N+](=O)[O-])o2)NC1=O (centres undefined)	?	?	-3%
COc1ccc(-c2[nH]c(-c3ccc(F)cc3)nc2SCC(=O)NC2CCCC2)cc1	?	?	-7%
CN(CC(=O)Nc1ccc2c(c1)OCO2)S(=O)(=O)c1cccs1	-2%	-2%	-2%
CC(=O)N1CCN=C1SCc1c(F)cccc1Cl	-22%	-19%	-19%
N#Cc1nc(-c2ccc(OCc3ccccc3Cl)cc2)oc1N1CCC(C(N)=O)CC1	-4%	-29%	nt
O=C1CC(N2CCC(c3nc4ccccc4[nH]3)CC2)C(=O)N1Cc1ccccc1 (centres undefined)	-21%	-27%	nt
O=C(CN1CC(=O)Nc2ccccc21)NCCc1ccc(Cl)cc1Cl	-24%	-27%	-6%
COCCNC(=O)Cn1cnc2sc(C)c(S(=O)(=O)N3CCC(C)CC3)c2c1=O	3%	-12%	-23%
Cc1ccc(-n2c(SCC(N)=O)nc3c([nH]c4ccccc43)c2=O)cc1	15µM*	26µM*	-5%&1%
CC(C)C(=O)Nc1nnc(S(=O)(=O)N2c3ccccc3CC2C)s1 (centres undefined)	17%&-2%	0%&0%	-14%&4%
C[C@H](CO)N1C[C@H](C)[C@@H](CN(C)S(=O)(=O)c2ccccc2)Oc2ccc(NC(=O)NC3CCCCC3)cc2C1=O	?	21µM*	-4%
COC(=O)c1ccc(CNC(=O)CSC2=NCCS2)cc1	4%	7%	0%
N#Cc1c(SCC(=O)Nc2cccc(F)c2)sc2c(O)cc(=O)[nH]c12	10%	9%	-8%
CC(C)N1CCC(N2CCN(Cc3ccc4nonc4c3)CC2CCO)CC1 (centres undefined)	5%	6%	1%
O=[N+]([O-])c1ccccc1N/N=C/c1c[nH]c2ccccc12	?	?	-9%
c1ccc(-c2nc(NCc3ccco3)c3ccccc3n2)nc1	2.6µM*	2.6µM*	-9%
NCCNC(=O)c1c(NC(=O)c2ccccc2)sc2c1CCCC2	?	?	0%
O=C(O)c1ccc(OCCCOc2ccc(C(=O)O)cc2)cc1	23%	-11%	1%&0%
COC(=O)c1ccc2nc(-c3ccco3)c(Cc3cccc(F)c3)n2c1	16µM*	18µM*	nt
Cc1ccc(C(=O)N2N=C3c4ccccc4S(=O)(=O)N3[C@H]2N(C)C)cc1	-8%	-19%	4%
Brc1cc2[nH]cnc2c2ccccc12	?	-23%	-15%
CCOc1ccccc1N(CC(=O)NCCSc1ccccn1)S(=O)(=O)c1ccc(C)cc1	?	21µM*	-1%
CCOC(=O)c1ccc2c(c1)nc(SC(C)C(=O)NCC1CCCO1)n2CC (centres undefined)	-4%	-25%	-7%
CCOC(=O)c1c(C)oc2ccc(NS(=O)(=O)c3cccs3)cc12	-15%	-12%	-17%
CC(=O)N1CCc2c(sc3c2c(=O)n(-c2ccc(F)cc2)c(=O)n3Cc2cc(C)ccc2C)C1	4%	-1%	5%
Cc1cccc(OCCn2c(-c3ccc(Cl)cc3)nc3ccccc3c2=O)c1C	-12%	10%	3%
O=C(NCCCc1ccccc1)c1cc(COc2ccc(F)cc2Cl)on1	21µM*	?	-3%
CCCOc1ccc(C(=O)C(CCC(CNCC)C(=O)c2ccc(OCCC)cc2)CNCC)cc1 (centres undefined)	0.65µM*	0.92µM*	-7%
Cc1ccc(OCC(O)CN2CCc3ccccc3C2)c(C)c1 (centres undefined)	26µM*	?	-3%
CC(=O)c1ccc(F)c(-c2cc(C)cc3c2OC(CNC(=O)c2csc(C)n2)C3)c1 (centres undefined)	8%[9.04 µM]	21µM*	nt

Taken from the results shown for reference:
SMILES	TDP1 cell CPT	TDP1 cell noCPT	KAT2A inh
O=C(O)c1cc(S(=O)(=O)NCc2ccco2)c(Cl)cc1Cl	-18%	-12%	-1%
C(=N\Nc1nc2ccccc2[nH]1)/c1cccc2cccnc12	2.6µM*	2.9µM*	-4%
CCCOc1ccc(-c2c(C(=O)N/N=C/c3ccncc3)nnn2-c2nonc2N)cc1	2%	22%	-8%
O=S(=O)(c1cccc2nsnc12)N1CCN(C/C=C/c2ccccc2)CC1	-25%	?	-5%
Cc1noc(C)c1-c1ccc(C(=O)NC2CCCCC2)c2occc12	16µM*	15µM*	nt

(list continues)
SMILES	TDP1 cell CPT	TDP1 cell noCPT	KAT2A inh
CCOc1ccc([C@@H]2CC=C(C(=O)O)[C@H](c3ccc(F)cc3)N2S(=O)(=O)c2ccc(C)cc2)cc1	5%	-10%	-20%
COc1ccc(NC(=O)N[C@@H](CCSC)C(=O)O)cc1Cl	-6%	-15%	-2%
CCOc1ccc(-n2nc3cc(C)c(NC(=O)CC)cc3n2)cc1	-21%	-5%	-6%
Cc1cc(NC(=O)CSCC(=O)Nc2nc3ccc(F)cc3s2)no1	0%	9%	-6%
O=C(c1ccc2c(c1)N(Cc1cccc(F)c1)C(=O)c1ccccc1S2)N1CCC2(CC1)OCCO2	?	?	-6%
